From PubChem
Dynein transport = dynein cargo transport inhibition | actives 0.47% (n = 220,000) | 3617.4 mouse cells, GR-EGFP nuclear translocation imaging; test concentration mostly 20 µM; stimulated with dexamethasone, 1 µM; active compounds read low | z-score, hits read low;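 active = plate z-score of nuclear minus cytoplasmic receptor signal below a set negative limit, without overly bright fluorescence or cell loss, cut at about -3.5 in these data, passing the limit was not always enough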;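 also: z-score of nuclear minus cytoplasmic ring GR-EGFP intensity difference per well; some compounds called inactive have numbers as strong as hits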
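Also added: dexamethasone, 1.0 µM final. Medium: tet-free, stripped-serum medium. Detection: fixed, Hoechst-stained cells imaged at 10x for EGFP. Read-out: nuclear-to-cytoplasmic GR-EGFP distribution per well. Times: induction 48 h, compound 1 h, agonist 30 min.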
Yfh1-off respiration = mitochondrial function rescue without frataxin homolog – Friedreich's ataxia, plus single-dose screen, dose response (AID 1465) | S. cerevisiae Yfh1-off respiration, WST-1 reduction, 72 h; higher fold induction means a stronger effect | fold induction at 50 µM, or EC50 in µM where a hit was titrated | actives 0.074% (n = 220,000);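 active = fold induction of absorbance versus untreated yeast above a set limit, then at least 30% activation at any dose in follow-up; inconclusive = repeats straddling the limit, or above it without dose testing; inactive = fold induction below the set limit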;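 also: activators that raise dye reduction in frataxin-depleted yeast; strong numbers were not always called active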
Autophagy mod = alters autophagy in cells. MEF GFP-LC3 puncta imaging; test concentration mostly 10 µM. calls only at 10 µM (by protocol). actives 0.98% (n = 190,000);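 active = percentage of spot-positive cells more than 3 SD above its plate mean, without a fluorescence outlier flag or 80% toxicity; inconclusive = no clear call, values can overlap the other calls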;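 also: spot-positive cell cutoff set from DMSO-treated cells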
HIV peptide binding = inhibitors of HIV fusion peptide binding, primary screen, biochemical, uHTS, fluorescence dequenching (AID 1986); one-dose inhibition, % at 20 µM; IC50 in µM for titrated hits; actives 0.3% (n = 290,000); cell-free peptide binding, fluorescence dequenching, 30 min; higher % means a stronger effect; in the data active = inhibition mostly above about 52%, no sharp cut-off; inactive = mostly below about 76%; also: some results filed as inactive read as strong as hits
AID2073 = disruptors of CaV2.2 binding to Mint1 – biochemical, HTRF (AID 2073). inhibition, % at 20 µM, or IC50 in µM where a hit was titrated. actives 0.19% (n = 290,000). HTRF protein-protein interaction, Mint1-CaV2.2; higher % means a stronger effect; in the data active = inhibition mostly above about 51%, no sharp cut-off; inconclusive = no clear call, values can overlap the other calls; inactive = mostly below about 53%; also: some results filed as inactive read as strong as hits
Insulin prom up = MIN6 insulin promoter up-regulation | MIN6 insulin promoter-GFP reporter, high-content imaging; active compounds read high | z-score at 5 µM | actives 0.3% (n = 190,000);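 active = z-score above 3 at 5 µM with at least 500 cells counted in the well; inconclusive = wells under 500 cells, flagged as cytotoxic or low count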
MT stabilize HCS = microtubule stabilization, imaging screen; HeLa tubulin immunostaining HCS, 24 h; share of cells brighter than vehicle mean+2SD; % tubulin-high responders, % at 10 µM; actives 0.83% (n = 200,000);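 active = plate Z-score above 3 for both tubulin-high and condensed-nucleus cell shares, with cell loss under 80%, at 10 µM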;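 also: anti alpha tubulin signal scored within the nucleus-defined area of each cell; some results filed as inactive read as strong as hits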
WT yeast gro inh = growth inhibition of WT yeast, mitochondrial fusion screen; mitochondrial fusion phenotypic screen, WT strain; inhibition, % at 10 µM; actives 2.1% (n = 190,000); in the data active = inhibition above about 58%; tested in S. cerevisiae
bCat nuc transl = alters nuclear translocation of beta-catenin in HeLa cells; immunofluorescence imaging; nuclear translocation activity, % at 5 µM; actives 0.3% (n = 190,000); AID 1665;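 active = nuclear translocation activity above 50% at 5 µM, with a well cell count of 50 or more; inconclusive = wells under 50 cells across six images, flagged as toxic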;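 also: per-cell ratio of nuclear to cytoplasmic median beta-catenin stain intensity; plate controls were DMSO negative control for no effect and GSK-3 inhibitor IX positive control for full effect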
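Test system: HeLa cells, endogenous beta-catenin; Compound: single 5 µM dose plus 0.02–20 µM confirmation series; Times: compound exposure 24 h at 37°C; Signal: fluorescence imaging of beta-catenin antibody stain plus DAPI; Read-out: % activation, nuclear-to-cytoplasmic median beta-catenin signal ratio per cell.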
WT yeast gro inh mutant strain = further read-out of WT yeast gro inh, marked with its call; inhibition, %; mitochondrial fusion phenotypic screen, mutant strain inhibition
Dynein transport cytoplasmic EGFP = second read-out of Dynein transport, no call of its own (marks repeat the call); z-score; measured here: cytoplasmic GR-EGFP intensity; active compounds read high
Dynein transport nuclear GR-EGFP = further read-out of Dynein transport, marked with its call; z-score; measured here: nuclear GR-EGFP intensity;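 lower value marks the stronger effect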
Dynein transport cell count = also measured in Dynein transport; calls as there; z-score; measured here: cell count per field
Insulin prom up cell count = recorded beside Insulin prom up, whose call it bears; cell count; measured here: cytotoxicity, nuclei count;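 total cells summed across four imaged fields per well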
bCat nuc transl cell count 5 µM = further read-out of bCat nuc transl, marked with its call; cell count; measured here: cell count, cytotoxicity flag
MT stabilize HCS Hoechst-high % = also measured in MT stabilize HCS; calls as there; % Hoechst-high responders; measured here: nuclear condensation Hoechst responders;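 share of cells brighter than vehicle mean plus two SD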
MT stabilize HCS cytotoxicity % = also measured in MT stabilize HCS; calls as there; toxicity, %; measured here: cytotoxicity by cell density;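 0% = mean cell density of plate MIN control wells and 100% = no cells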
Autophagy mod cell loss 18 h = further read-out of Autophagy mod, marked with its call; toxicity, %; measured here: cell loss, nuclei count;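 cell loss after 18 h compound exposure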
The depositor's hits bear a star; i = inactive; ? = inconclusive; . = no result given.

SMILES	Dynein transport	Dynein transport cytoplasmic EGFP	Dynein transport nuclear GR-EGFP	Dynein transport cell count	Yfh1-off respiration	Autophagy mod	Autophagy mod cell loss 18 h	HIV peptide binding	AID2073	Insulin prom up	Insulin prom up cell count	MT stabilize HCS	MT stabilize HCS Hoechst-high %	MT stabilize HCS cytotoxicity %	WT yeast gro inh	WT yeast gro inh mutant strain	bCat nuc transl	bCat nuc transl cell count 5 µM
COc1cc2c(cc1OC)C(C(=O)N1CCN(c3ccccn3)CC1)C(c1cccs1)N(C)C2=O (stereo not drawn)	-0.12	-0.22	0.14	0.33	.	i	-5	3.3%	18%	-0.93	1621	3.5	2.2	8.9	-8	5	-2.2	1323
CC(=O)NC1(c2ccccc2)CCN(CC(=O)N2CCC(C)CC2)CC1	0.13	-0.36	0.49	0.13	i	i	9	1.2%	-4%	-0.17	1403	1.7	1.8	6.2	-11	4	0.2	991
Cn1cc(-c2nnnn2-c2ccc(Cl)cc2)c(=O)c2ccccc21	-0.28	-0.03	0.21	-0.44	i	i	-5	0.6%	?	.	.	1.5	1.4	7.5	-9	-7	.	.
CCOc1ccc(C(=O)Nc2cc(=O)n(C)c(=O)n2C)cc1	-0.35	-0.11	-0.025	0.066	i	i	5	.	.	.	.	5.6	2.3	3.6	20	-6	.	.
Cc1cc(C)nc(Nc2nc(C)c3cc4c(cc3n2)OCO4)n1	-0.68	-0.089	-0.05	-0.063	i	i	-7	-1.8%	0%	-0.01	1267	2.7	1.3	3.7	6	8	.	.
COC(=O)c1cn(NC(=O)c2ccc(OC)c(OC)c2)c(=O)c2ccccc12	1.1	0.12	1.3	0.39	i	i	-18	-1.3%	22%	1.9	1751	2.1	1.8	8.0	-11	12	-0.6	1063
COc1ccc(-c2cnc3ncnn3c2N)cc1	0.58	-0.28	0.41	-0.1	i	i	30	-1.1%	-7%	-0.33	1437	1.8	1.4	4.9	-13	-9	0.5	1389
CCCCNC(=O)COC(=O)c1ccccc1F	-0.053	-0.78	-0.35	-0.14	i	.	.	-0.1%	?	0.01	980	.	.	.	.	.	-1.2	1338
O=C(Cc1csc(N2CCOCC2)n1)N/N=C/c1ccc(F)cc1	-0.36	-0.27	-0.017	0.21	i	i	1	-1.6%	3%	0.21	749	4.0	2.7	6.3	33	-24	-6.5	1201
Cc1cc(Br)ccc1OCCNCc1ccccc1	0.77	-0.052	0.55	-0.54	i	i	25	1.0%	-14%	.	.	4.0	2.0	1.7	35	38	0.8	1134
CC/C(O)=C1\C(=O)CCCC1=NCCc1c(C)[nH]c2ccc(C)cc12	0.88	-0.15	1.1	-1.5	i	.	.	-1.3%	4%	0.71	877	.	.	.	.	.	0.8	1333
O=C(CSc1nc2ccccc2o1)N1c2ccccc2Sc2ccccc21	-0.012	-0.18	0.24	0.14	i	i	-3	-3.1%	3%	0.02	1492	1.9	2.7	12	2	3	-0.8	1053
CCOC(=O)c1nc(S(C)(=O)=O)ncc1Cl	-5.1*	3.4*	-1.8*	-0.34*	i	i	0	-2.7%	-3%	1.3	1652	1.6	1.1	7.9	8	-4	-2.6	979
Cc1c(C(=O)O)cccc1N1C(=O)Nc2ccccc2N1O	1.2	-0.16	0.61	-0.63	i	i	6	-1.3%	-5%	0.37	1413	2.8	2.0	1.0	15	13	1.2	1061
C=CSc1sc(Cl)c(N(CC)CC)c1[N+](=O)[O-]	-1.2	0.29	-0.64	1.5	i	i	5	6.9%	40%	-0.14	1328	4.2	0.5	9.2	9	6	-0.7	1509
O=C(O)c1cc(NCc2ccccc2C(F)(F)F)ccc1N1CCOCC1	-0.25	-0.18	-0.2	-0.099	i	i	0	1.0%	9%	.	.	1.0	1.0	8.2	-5	1	-3.1	1026
Cc1cccc(OCCCC(=O)Nc2nccs2)c1C	-1.3	-0.85	-0.52	1.6	i	.	.	-0.5%	-2%	-0.27	984	.	.	.	.	.	0.8	1353
Nc1ccc2c3c(cccc13)C(=O)N(c1ccccc1)C2=O	-5*	-0.43*	-3.2*	0.61*	i	i	13	142%	44%	0.58	1200	2.2	1.1	6.6	8	9	0.7	1109
Cn1ccnc1SCC(=O)Nc1ccc2ccccc2c1	0.36	-0.13	0.83	-1.8	i	i	1	1.9%	?	0.38	1275	3.4	2.1	6.5	-3	-5	.	.
CCNC(=O)n1nccc1C(C)Oc1ccccc1 (stereo not drawn)	0.62	0.16	-0.35	-1.9	i	i	11	-0.2%	-4%	.	.	2.3	1.1	8.1	7	2	.	.
CCCCn1c(SCC(=O)N2CCc3ccccc32)nnc1-c1ccncc1	2.1	-0.11	2	-2.1	i	.	.	-2.1%	-5%	.	.	.	.	.	.	.	-0.5	1391
Cc1cc(C(=O)CSc2n[nH]c(-c3ccccc3F)n2)c(C)n1Cc1cccs1	-0.65	-0.17	-0.079	0.62	i	i	-6	1.4%	-2%	-0.54	817	0.9	1.6	6.0	-12	-7	-1.6	1211
CCCCc1n[nH]c(=S)n1Cc1ccccc1	0.27	-0.12	0.4	-0.38	i	i	19	1.3%	-1%	0.04	1584	4.8	1.9	7.2	6	27	-3.7	1093
Nc1nc(SCC(=O)N2CCc3ccccc32)[nH]c(=O)c1-c1ccccc1	0.45	-0.25	0.27	0.83	i	i	-11	0.0%	-3%	0.25	1092	11	4.9	3.8	-7	0	.	.
O=C(CN1CCCc2ccccc21)NC(=O)NC1CCCCC1	-3.6	12	0.0063	0.45	i	i	0	-0.1%	-5%	0.26	1350	1.7	2.9	6.2	-1	7	-1.8	1096
CC1CN(C(=O)c2cc(S(=O)(=O)N3CCCC3)c(Cl)cc2Cl)CC(C)O1 (stereo not drawn)	0.49	-0.17	-0.089	-0.6	i	i	3	-1.4%	25%	-0.05	1775	2.4	1.0	7.1	10	9	0.0	1070
CN1CCC(=NNC(=O)c2ccc(N(Cc3ccccc3Cl)S(C)(=O)=O)cc2)CC1	-0.16	-0.15	-0.25	0.12	i	i	1	0.6%	10%	.	.	2.6	3.3	4.9	-11	-20	1.7	939
Cc1ccnn1C(C)C(=O)O (stereo not drawn)	-0.66	-0.29	-0.043	0.28	i	i	-7	1.8%	-2%	0.09	1223	2.5	2.9	7.2	8	6	-0.5	1023
CC[N+](C)(C)c1cccc(O)c1	0.72	-0.27	0.56	0.28	i	i	-5	-1.2%	0%	.	.	2.1	3.1	13	-14	-16	-0.8	569
Cc1ccc(CCNC(=O)C2CCN(S(=O)(=O)N3CCC4(CC3)OCCO4)CC2)cc1	0.068	-0.14	-0.15	0.25	i	i	-5	-3.1%	2%	-0.91	1584	2.8	0.8	1.9	5	-4	-1.0	1375
CCCCc1nnc(NC(=O)Cn2cnc3ccccc3c2=O)s1	-1.9	-0.02	-0.94	-5.6	i	i	5	-1.4%	-4%	-0.45	1556	3.3	1.6	13	-11	2	-2.9	1072
CC(C)CNC(=S)NNC(=O)CC(C)O (stereo not drawn)	-0.35	-0.31	0.2	0.44	i	i	17	1.7%	14%	-0.02	1478	4.3	1.4	6.7	-5	2	-3.9	1126
Cc1cccc(NCC(=O)c2c(N)n(C)c(=O)n(C)c2=O)c1C	-1.5	-0.25	-0.71	0.1	i	i	-18	-1.3%	-41%	1.3	1341	3.4	1.7	5.1	5	1	-1.5	1077
COc1ccccc1C(O)(c1ccccc1)C(CN1CCOCC1)c1ccccc1 (stereo not drawn)	-0.79	-0.33	-0.47	0.94	i	i	8	2.6%	-17%	-2.8	1168	3.1	1.5	11	3	9	0.0	1122
COc1ccc2[nH]c(=O)c(-c3noc(-c4ccccc4)n3)cc2c1	-0.53	-0.18	0.26	1.2	i	i	-4	-1.3%	0%	0.33	1401	1.5	4.4	9.3	2	5	2.1	1399
CCOC(=O)N1CCN(C(=O)c2ccc3c(SCC(=O)O)c4c(nc3c2)CCC4)CC1	-1.3	-0.19	-0.62	0.24	i	.	.	-2.6%	4%	-0.63	841	6.4	1.2	8.0	15	10	.	.
O=C(O)C1C2C=CC(C2)C1C(=O)N1CCOCC1 (stereo not drawn)	-0.99	-0.19	-0.23	0.51	i	i	-10	1.0%	-10%	-0.32	1007	2.9	2.1	14	-3	23	.	.
COc1ccc(/C=C(\C#N)C(=O)NCc2cccnc2)cc1OC	-0.68	-0.3	-0.13	0.95	i	i	6	-0.5%	0%	0.06	1408	1.6	1.8	2.3	-9	-6	-1.8	978
O=C(CCn1c(=O)c2ccccc2n(CC(=O)NC2CCCC2)c1=O)NCc1ccco1	-1	-0.099	-0.32	0.66	i	i	3	-0.7%	6%	-0.13	812	2.6	2.1	0.9	-3	0	-10	1171
NC(=O)c1ncn([C@@H]2O[C@H](CO)[C@@H](O)[C@H]2O)c1O	0.39	-0.25	0.63	0.16	i	i	1	-2.4%	5%	.	.	4.4	3.3	7.0	29	-4	.	.
Cc1cccc(N2C(=O)CSC23CCCCC3)c1	-0.14	-0.39	-0.26	1	i	i	4	-0.3%	14%	-0.11	990	2.8	1.4	4.5	3	4	-0.7	1028
Cc1ccc(-c2nc(C(F)(F)F)cc(=O)[nH]2)cc1	-0.15	-0.26	-0.29	0.47	i	.	.	-0.2%	3%	0.01	1481	.	.	.	.	.	-4.6	1141
